Growth percent in the NCI-60 one-dose screen (48 h, 10 µM unless noted): 100 = growth as untreated, 0 = no growth, -100 = all killed.
NCI/ADR-RES: NCI/ADR-RES ovarian cells. hit rate 4.4% among 81,000. AID 1794790
ACHN: ACHN renal cancer. hit rate 4.9% among 81,000
A498: A498 renal cancer cells | hit rate 5.4% among 76,000
NCI-H522: NCI-H522 lung cancer. hit rate 8% among 78,000. AID 1794739
NCI-H23: NCI-H23 lung cancer. hit rate 4% among 80,000. AID 1794731
RXF 393: RXF 393 renal cancer cells | hit rate 6.9% among 77,000 | AID 1794773
NCI-H460: NCI-H460 lung cancer; hit rate 6.8% among 82,000; AID 1794736
CAKI-1: CAKI-1 renal cancer | hit rate 4.7% among 75,000 | AID 1794772
NCI-H226: NCI-H226 lung cancer; hit rate 3.5% among 79,000; AID 1794732
Starred values were filed as active, the others as inactive; · = not tested or not shown; & = joins results of further samples; ! = not active in a repeat. Rule for the calls: active = growth percent below 10; inactive = the rest. This is a subset. The share of hits here may be higher or lower than overall.

SMILES	NCI/ADR-RES	ACHN	A498	NCI-H522	NCI-H23	RXF 393	NCI-H460	CAKI-1	NCI-H226
CCCCOc1ccc(CC(=O)NO)cc1	81.7	86.0	87.4	80.8	106.9	·	102.8	89.1	98.8
O=C(Nc1ccc(OCc2ccc(Cl)cc2)cc1)c1ccc2nc(NS(=O)(=O)c3ccc4ccccc4c3)sc2c1	99.9	101.0	110.2	94.6	91.0	102.1	105.8	88.1	70.1
COc1c(O)cc2c(c1O)[C@H]1O[C@H](CO)[C@@H](O)[C@H](O)[C@@H]1OC2=O	96.4	·	77.8	104.2	97.9	111.7	105.9	85.3	91.2
O=C(/C=C/c1ccc(Cl)cc1Cl)c1ccc(Cl)c(Cl)c1	109.6	106.4	·	88.6	99.2	103.5	97.2	80.7	85.0
OCc1ccccn1	109.4	107.3	81.8	94.9	·	110.6	104.6	101.0	102.4
O=C(O)/C=C/c1ccc(O)cc1	102.3	114.3	102.7	101.5	105.1	112.0	104.4	·	111.9
C[C@@H](N)c1ccc(C(=O)Nc2ccnc3[nH]ccc23)cc1	84.0	36.7	56.9	11.0	45.0	-18.0*	47.9	20.6	51.0
Cn1c(=O)n(-c2ccc(C(C)(C)C#N)cc2)c2c3cc(-c4cnc5ccccc5c4)ccc3ncc21	-0.9*	9.2*	-44.5*	-9.5*	7.4*!	-17.3*	-9.0*	-2.8*	9.4*
CC(C)(CO)C(O)C(=O)NCCCO (centres undefined)	106.8&101.8&100.4	97.5&115.5&98.9	100.8&97.0&108.6	99.7&105.9	105.2&97.9&102.3	116.2&111.0&114.0	122.1&107.7&110.8	104.2&115.2&105.4	108.6&99.6&105.2
CCc1nc(-c2cccc(C)c2)c(-c2ccnc(NC(=O)c3ccccc3)c2)s1	74.8	56.8	·	46.1	78.8	·	44.0	47.6	77.4
O=C(NC[C@H](O)CO)c1ccncc1Nc1ccc(I)cc1F	58.7	41.4	-21.9*	51.6	15.9	15.1	53.2	32.7	50.2
CC[C@]1(O)C[C@@H]2CN(CCc3c([nH]c4ccccc34)[C@@](C(=O)OC)(c3cc4c(cc3OC)N(C)[C@H]3[C@@](O)(C(=O)OC)[C@H](OC(C)=O)[C@]5(CC)C=CCN6CC[C@]43[C@@H]65)C2)C1	-19.8*	30.1	-12.5*	4.5*	26.8	22.1	4.4*	4.8*	·
COc1cc(Nc2ncc3c(n2)-c2ccc(Cl)cc2C(c2c(F)cccc2OC)=NC3)ccc1C(=O)O	64.2	64.4	63.2	53.5	77.6	95.0	30.7	68.2	63.2
CN(C)/C(N)=N/C(=N)N	101.6	98.2	·	88.0	101.7	102.0	108.4	92.8	101.1
Cc1cc(C)cc(OCC2CNC(=O)O2)c1 (centres undefined)	79.3&102.4	107.1&110.6	119.3&104.0	101.2&91.2	91.5&100.2	107.3&97.5	107.1&101.6	97.4&101.1	98.6&104.1
CCn1cc(C(=O)O)c(=O)c2cc(F)c(N3CCNCC3)nc21	95.1	·	96.9	112.5	90.1	105.5	97.2	86.1	106.4
NC(N)=NCCCC(N)C(=O)O (centres undefined)	115.4&105.8&111.3&105.8&98.3&100.9	102.5&102.0&103.7&103.0&113.1&113.8	107.6&102.7&106.8	114.7&101.4&80.5&108.0&85.3	109.7&99.2&106.6&104.8&94.5&99.8	107.1&103.6&102.7&101.5&117.6	110.1&108.9&113.0&104.1&106.9&106.0	102.9&90.7&90.8&93.5&97.5	111.8&96.3&95.5&101.5&102.4&103.5
NCCCC[C@H](N)C(=O)O	104.6	107.2	118.3	119.7	115.9	99.6	107.3	105.6	107.5
COc1cc(OC)c(/C=C/S(=O)(=O)Cc2ccc(OC)c(NCC(=O)O)c2)c(OC)c1	9.1*	30.2	-4.0*	-18.0*	31.9	36.9	1.6*	18.2	61.1
CC(=O)Nc1ncc([N+](=O)[O-])s1	95.1&109.3&104.1	98.3&109.6&106.8	108.0&111.3&110.3	104.6&98.1&114.3	140.0&110.1&103.7	88.2&101.8&129.1	100.8&100.0&113.9	94.1&102.9&94.5	96.7&96.1&114.0
O=C(/C=C/c1ccc(Cl)nc1)c1ccc(Cl)cc1Cl	102.5	93.1	88.8	38.7	104.7	103.7	98.0	71.2	102.9
COc1ccccc1OCCNCC(O)COc1cccc2[nH]c3ccccc3c12 (centres undefined)	79.0	79.8	86.5	99.3	80.3	73.2	80.8	73.5	92.2
C=C1c2cccc(O)c2C(O)=C2C(=O)[C@]3(O)C(O)=C(C(N)=O)C(=O)[C@@H](N(C)C)[C@@H]3[C@@H](O)[C@H]12	99.3	·	86.9	85.9	97.6	98.6	81.5	56.9	94.0
C#C[C@]1(O)CCC2C3CCC4=CC(=O)CC[C@@H]4C3CC[C@@]21CC (some centres undefined)	103.4	105.0	112.8	·	105.6	117.1	112.1	104.4	109.4
CC(O)CC(=O)O (centres undefined)	93.1	118.8	93.6	94.8	98.2	102.7	106.5	102.2	97.1
O=C(Nc1ccc(Cl)c(C(F)(F)F)c1)Nc1ccc2nc(NS(=O)(=O)c3ccc4ccccc4c3)sc2c1	93.9	79.4	67.9	43.3	93.7	105.4	97.5	97.3	88.9
CCCOC(=O)c1ccc(O)cc1	107.7	103.6	120.3	88.4	108.2	106.0	115.4	107.1	95.9
NC(=O)C[C@H](N)C(=O)O	99.8	103.6	76.1	114.5	109.3	108.3	103.0	99.7	97.6
O=C(Nc1ccc(Oc2ccc(Cl)c(F)c2)cc1)c1ccc2nc(NC(=O)c3ccc(NCCc4ccccc4)c([N+](=O)[O-])c3)sc2c1	105.5	99.9	52.5	68.2	94.6	·	99.3	60.4	82.5
CC(C)n1nc(-c2ccc3oc(N)nc3c2)c2c(N)ncnc21	-20.6*	-14.0*	-50.4*	2.2*	2.3*	-43.1*	5.3*	2.4*	-28.2*
Cn1cc(C(=O)c2nc(-c3cn(C)c4ccc(F)cc34)no2)c2ccccc21	100.4	100.2	103.9	65.9	100.5	122.1	94.4	90.6	97.3
COc1ccc(-c2cnc3c(-c4cccc5ncccc45)cnn3c2)cc1	45.4	7.7*	16.1	32.8	50.0	26.7	33.9	32.2	0.7*
CCOC(=O)C(C)O/N=C(C)/C=C/c1ccc(Cl)cc1 (centres undefined)	107.6	94.0	82.1	98.2	107.9	107.0	100.7	100.5	98.1
O=C(Nc1ccc(OCc2cccc(Cl)c2)cc1)c1ccc2nc(NC(=O)c3ccc(NCCc4ccccc4)c([N+](=O)[O-])c3)sc2c1	98.8	101.5	70.8	74.3	85.6	·	104.2	74.8	89.1
Cn1cc(-c2nnc(-c3cn(C)c4ncccc34)o2)c2cc(Br)ccc21	98.5	80.5	68.6	87.4	87.7	98.4	98.8	77.1	85.6
NC(N)=NC(=O)Cc1c(Cl)cccc1Cl	103.0	98.8	84.7	104.8	103.6	126.9	107.4	85.6	108.5
COc1ccc(C2=NN(c3ccc(S(N)(=O)=O)cc3)C(c3ccccc3)C2)c(OC)c1 (centres undefined)	78.6	81.8	46.1	86.7	73.0	98.7	73.7	·	82.2
O=C(O)C1(Cc2cccc(Nc3nccs3)n2)CCC(Oc2cccc(Cl)c2F)CC1 (centres undefined)	46.4	68.4	72.0	-3.8*	66.0	82.1	15.2	66.9	82.8
Cn1c(NC(=O)CN2CCN(c3cc4c(cc3F)c(=O)c(C(=O)O)cn4C3CC3)CC2)cc(=O)n(C)c1=O	99.5	100.9	99.5	94.5	89.9	96.9	102.2	99.1	101.3
CCCCCCCC/C=C\CCCCCCCC(=O)O	111.0	102.4	112.7	112.2	·	123.7	114.1	109.0	112.9

4 of these compounds, reformatted:
CCCCCCCC/C=C\CCCCCCCC(=O)O
- NCI/ADR-RES = 111.0
- ACHN = 102.4
- A498 = 112.7
- NCI-H522 = 112.2
- NCI-H23 = ·
- RXF 393 = 123.7
- NCI-H460 = 114.1
- CAKI-1 = 109.0
- NCI-H226 = 112.9
CCOC(=O)C(C)O/N=C(C)/C=C/c1ccc(Cl)cc1 (centres undefined)
- NCI/ADR-RES = 107.6
- ACHN = 94.0
- A498 = 82.1
- NCI-H522 = 98.2
- NCI-H23 = 107.9
- RXF 393 = 107.0
- NCI-H460 = 100.7
- CAKI-1 = 100.5
- NCI-H226 = 98.1
Cn1cc(-c2nnc(-c3cn(C)c4ncccc34)o2)c2cc(Br)ccc21
- NCI/ADR-RES = 98.5
- ACHN = 80.5
- A498 = 68.6
- NCI-H522 = 87.4
- NCI-H23 = 87.7
- RXF 393 = 98.4
- NCI-H460 = 98.8
- CAKI-1 = 77.1
- NCI-H226 = 85.6
COc1ccc(-c2cnc3c(-c4cccc5ncccc45)cnn3c2)cc1
- NCI/ADR-RES = 45.4
- ACHN = 7.7*
- A498 = 16.1
- NCI-H522 = 32.8
- NCI-H23 = 50.0
- RXF 393 = 26.7
- NCI-H460 = 33.9
- CAKI-1 = 32.2
- NCI-H226 = 0.7*

Continuation:
SMILES	NCI/ADR-RES	ACHN	A498	NCI-H522	NCI-H23	RXF 393	NCI-H460	CAKI-1	NCI-H226
Nc1c2ccccc2nc2ccccc12 (tested in a mixture with another compound)	19.4	8.3*	0.2*	-22.3*	19.2	-2.8*	4.4*	20.2	11.0
CC(/C=C/c1ccccc1)=N\OCC(N)=O	107.1	98.4	91.0	89.3	98.2	112.8	107.3	98.9	98.9
COC(=O)C(C)(C)C1Oc2ccc(F)cc2C(=O)/C1=C\NS(=O)(=O)c1ccc(C)cc1 (centres undefined)	103.0	100.4	116.2	84.3	99.6	108.5	96.7	·	99.0
CCCC[C@@H](CC)COC(=O)c1ccccc1O	107.0	105.4	113.1	·	98.8	105.3	109.9	92.5	100.4
COc1ccc(/C=C/C(=O)O)cc1	110.8	106.9	99.3	·	107.4	121.7	108.8	104.1	102.8

Source: PubChem BioAssay (NCI)
